# Growth percent in the NCI-60 one-dose screen (48 h, 10 µM unless noted): 100 = growth as untreated, 0 = no growth, -100 = all killed.
# 786-0: 786-0 renal cancer cells. 5.1% of 81,000 active
# PC-3: PC-3 prostate cancer cells. 3.9% of 80,000 active. AID 1794754
# DU-145: DU-145 prostate cancer. 4.2% of 81,000 active
# SN12C: SN12C renal cancer cells | 3.8% of 81,000 active
# U251: U251 CNS tumor cells; 5.4% of 80,000 active
# SF-268: SF-268 CNS cancer cells; 3.1% of 82,000 active; AID 1794759
# SF-539: SF-539 CNS cancer | 6.8% of 81,000 active | AID 1794752
# SF-295: SF-295 CNS cancer cells; 5.6% of 79,000 active
# UO-31: UO-31 renal cancer; 5.2% of 81,000 active
# * = called active by the depositor; nt = not tested or not shown; & = joins results of further samples; [ ] = another dose, or the depositor's remark. The calls were made as follows: active = growth percent below 10; inactive = the rest. Only part of the results is shown. The share of hits here may be higher or lower than overall.
canonical_smiles	786-0	PC-3	DU-145	SN12C	U251	SF-268	SF-539	SF-295	UO-31
Brc1ccc2c(c1)c(-c1nc(-c3c[nH]c4ncccc34)cs1)cn2CCN1CCOCC1	67.5	30.3	86.5	71.5	52.8	65.4	61.0	74.4	35.8
COc1cc([C@@H]2c3cc(O)c(OC)cc3C[C@H]3C(=O)OC[C@@H]23)ccc1O	nt	92.0	123.5	99.3	108.6	113.1	100.0	nt	71.4
N#Cc1c(N2CCNCC2)nc2c(c1C#N)CCCC2	107.4	101.2	105.1	92.8	95.9	98.1	nt	108.4	65.8
CC(=O)O[C@H]1CCC2(C)C(=C/C(=N\O)C3C2CCC2(C)C3CC[C@@H]2OC(C)=O)C1 (some centres undefined)	96.5	83.6	105.5	101.1	97.7	105.9	108.9	nt	72.6
CCOC(=O)CC(SP1(=S)OCC2(CCCCC2)CO1)C(=O)OCC (centres undefined)	106.2	92.9	113.5	101.7	107.7	95.5	102.9	118.4	78.8
CC(=O)O[C@H]1CC[C@H]2[C@@H]3CC=C4c5sc(-c6cccc(Cl)c6)nc5CC[C@]4(C)[C@H]3CC[C@]12C	105.5	96.9	112.2	100.7	100.9	98.2	99.2	97.9	81.4
CC1(C)CC(=O)C2=C(C1)N(Nc1ccccc1)c1nc(N)c(C#N)c(N)c1C2c1ccccc1Cl (centres undefined)	109.9	94.6	115.1	93.0	103.4	100.3	102.0	107.2	96.6
COc1ccccc1N1COOC2(OOC1)C1CC3CC(C1)CC2C3	101.0	97.3	105.3	104.9	110.8	103.5	99.0	102.7	86.8
O=C1OC(c2cccnc2)=N/C1=C\c1ccccc1	94.0	101.2	97.9	93.4	101.8	94.0	97.4	96.0	76.4
COc1cc(OC)c(S(=O)(=O)N(CCCl)CCCl)cc1C(=O)/C=C/c1ccc2c(c1)OCO2	40.2	92.3	92.9	80.9	45.3	64.8	62.9	81.0	75.8

# The closing four compounds of the part before come first, to join the parts.
canonical_smiles	786-0	PC-3	DU-145	SN12C	U251	SF-268	SF-539	SF-295	UO-31
CC1(C)CC(=O)C2=C(C1)N(Nc1ccccc1)c1nc(N)c(C#N)c(N)c1C2c1ccccc1Cl (centres undefined)	109.9	94.6	115.1	93.0	103.4	100.3	102.0	107.2	96.6
COc1ccccc1N1COOC2(OOC1)C1CC3CC(C1)CC2C3	101.0	97.3	105.3	104.9	110.8	103.5	99.0	102.7	86.8
O=C1OC(c2cccnc2)=N/C1=C\c1ccccc1	94.0	101.2	97.9	93.4	101.8	94.0	97.4	96.0	76.4
COc1cc(OC)c(S(=O)(=O)N(CCCl)CCCl)cc1C(=O)/C=C/c1ccc2c(c1)OCO2	40.2	92.3	92.9	80.9	45.3	64.8	62.9	81.0	75.8
NNC(=O)c1ccc(Cl)cc1	103.1	85.5	nt	96.8	104.2	102.6	107.5	100.6	99.3
O=C1NC(=O)C(=Cc2cn(C[C@@H](O)Cn3c4ccccc4c(=O)c4ccccc43)c3ccccc23)C(=O)N1	100.0	72.8	100.2	87.9	89.7	91.1	94.3	91.4	53.4
CC(C)(C)NCCCN1CC1(C)C (centres undefined)	113.1	96.2	118.5	101.2	106.3	107.5	104.5	107.0	87.4
O=C(O)Cc1ccc2c(c1)OCO2	93.8	103.3	105.8	107.2	100.3	96.7	94.8	99.3	101.4
COc1ccc(CCNC2(C#N)CCCCC2)cc1OC	103.6	101.1	104.5	101.0	104.2	99.5	103.8	nt	91.6
CCCCCC1(CCBr)C(=O)NC(=O)NC1=O	95.9	100.4	108.5	107.2	93.4	nt	96.6	nt	86.7
CCCCCNC1C2[N+]3=c4c5c(c(O)c6c4=C(C=N6)CC3)NCCC51C(O)C(Br)C2(O)O (centres undefined)	108.6	90.1	105.1	99.4	100.0	90.0	106.9	99.6	87.3
O=NN(Cc1ccccc1)Cc1ccccc1	107.0	107.1	138.0	111.9	108.1	122.5	104.1	98.7	99.2
O=C(N/N=C/c1ccc(N(CCCl)CCCl)cc1)c1cccc2ccccc12	74.2	61.5	85.3	73.8	60.9	77.4	78.6	78.7	78.7
CC1(C)S[C@H]2CC[C@H]3OC(=O)[C@@H]1N23	105.6	87.0	115.6	119.2	115.1	113.5	103.7	88.0	53.9

# Three entries from above, ordered by length of the SMILES, descending.
canonical_smiles	786-0	PC-3	DU-145	SN12C	U251	SF-268	SF-539	SF-295	UO-31
O=C(N/N=C/c1ccc(N(CCCl)CCCl)cc1)c1cccc2ccccc12	74.2	61.5	85.3	73.8	60.9	77.4	78.6	78.7	78.7
CCCCCC1(CCBr)C(=O)NC(=O)NC1=O	95.9	100.4	108.5	107.2	93.4	nt	96.6	nt	86.7
O=NN(Cc1ccccc1)Cc1ccccc1	107.0	107.1	138.0	111.9	108.1	122.5	104.1	98.7	99.2

# Other records:
canonical_smiles	786-0	PC-3	DU-145	SN12C	U251	SF-268	SF-539	SF-295	UO-31
CN1CCC(c2c[nH]c3ccccc23)C1 (centres undefined)	99.3	112.3	109.9	124.5	98.2	111.2	127.3	104.7	69.1
CC1[C@H](C)OC(=O)CC(O)CC(O)CC(O)CCC(O)C(O)C[C@]2(O)CC(O)C(C(=O)O)C(CC(OC3O[C@H](C)[C@@H](O)[C@H](N)[C@@H]3O)/C=C/C=C/C=C/C=C/CC/C=C/C=C/[C@H](C)[C@H]1O)O2 (some centres undefined)	105.3	98.7	96.7	98.5	92.4	108.6	96.1	101.8	93.2
C[As](=O)(O)c1ccc(C(=O)O)cc1	108.5	97.9	108.6	107.5	89.5	110.2	102.1	99.8	93.2
C1CC2OC2CC1C1CO1 (centres undefined)	106.5	110.5	121.6	97.9	100.0	119.1	96.2	nt	103.0
O[C@H](CN1CC1)[C@@H](O)CN1CC1	43.2	75.8	39.5	41.1	60.3	45.5	24.6	19.6	51.1
IC1c2ccccc2C1I (centres undefined)	97.6	97.5	nt	95.8	100.2	99.8	104.3	101.2	85.1
CCCC1C(=O)NC(=O)NC1=O	97.8	87.8	101.9	100.6	105.3	94.8	96.6	89.8	89.0
NC(N)=N/N=C/C/C=N/N=C(N)N	107.6	105.5	110.5	110.4	107.8	116.0	107.0	nt	100.6
CCNC(Cc1ccccc1)c1ccccc1 (centres undefined)	109.7	97.9	114.9	101.3	104.8	107.1	108.3	101.5	82.5
N#CCO	95.8	93.6	108.2	105.6	95.7	107.6	92.4	nt	80.8
COC(=O)[C@@H](C)C[C@H](Cc1ccccc1)NC(=O)c1nc([C@@H](C[C@H](C(C)C)N(C)C(=O)[C@@H](NC(=O)[C@H]2CC(=O)CCN2C)C(C)C)OC(C)=O)sc1C(C)C	6.8*	24.3	-11.3*	17.5	12.1	20.0	-18.0*	-1.7*	29.6
CCC1(c2ccc(N)cc2)CCC(=O)NC1=O (centres undefined)	110.9	88.9	120.0	108.4	101.6	114.7	100.1	95.0	90.7
CCCCCNC(Cc1ccccc1)c1ccc(O)cc1 (centres undefined)	94.6	87.0	99.8	nt	97.5	93.2	89.0	79.3	78.0
COc1ccc(/C=C/C(=O)c2nc3ccccc3n2Cc2ccc(F)cc2)cc1OC	84.0	79.6	85.4	97.6	81.7	87.0	87.6	98.4	73.5
O=[N+]([O-])/C=C/c1ccc(Cl)cc1[N+](=O)[O-]	28.3	46.4	75.2	63.2	-39.8*	59.1	-35.3*	91.6	-45.7*
C=CC[C@]1(O)CCC2C3CCC4=CC(=O)CCC4=C3C=C[C@@]21C (some centres undefined)	100.4	74.5	109.2	99.0	102.7	113.1	110.8	91.3	75.6
CC(=O)N1N=C(c2ccc(Br)cc2)CC1c1sc(N(CCCl)CCCl)nc1Cl (centres undefined)	95.6	78.2	103.5	93.1	82.4	91.3	108.5	103.2	73.4
CC(C)c1cc(Cl)cc(C(C)C)c1OCCN(C)C	95.2	96.6	nt	99.8	95.5	99.8	94.1	87.8	74.8
C[C@]12C=CC(=O)C=C1CC[C@@H]1[C@@H]2[C@H](O)C[C@@]2(C)[C@H]1CC[C@]2(C)O	105.8	103.9	117.8	111.6	96.3	104.8	89.0	112.8	82.7
CN(N=O)c1ccccc1	101.2	104.6	109.6	100.6	107.0	104.0	112.2	99.6	88.0
COP(=O)(OC)/C(=C/c1c[nH]c2ccccc12)C(=O)O	103.5	78.4	107.2	93.3	105.2	96.7	100.0	97.6	69.0
C#Cc1cccc(NC(=O)Nc2cccc(NS(=O)(=O)F)c2)c1	82.4[8.25 µM]	96.3[8.25 µM]	105.2[8.25 µM]	90.4[8.25 µM]	102.3[8.25 µM]	93.3[8.25 µM]	101.2[8.25 µM]	99.2[8.25 µM]	75.1[8.25 µM]
CCc1cccc(CC)c1NC(=O)NCCN1CC1	109.1	96.1	103.5	112.0	105.6	102.2	112.5	113.0	99.4
COC(=O)C1(c2cccs2)CCN(C)CC1	96.7	89.0	104.2	99.7	102.7	93.0	95.5	97.3	92.5
CCC/C(=N/OC(=O)N(C)C)c1ccccc1	112.1	101.9	121.3	94.0	103.9	104.2	111.1	130.2	92.9
O=C1C(=Cc2cn(Cc3ccccc3)c3ccccc23)C(=O)N(Cc2ccccc2)C(=O)N1Cc1ccccc1	93.3	90.3	110.4	101.4	75.7	87.5	83.5	34.4	73.3
COc1ccc(N(CC(=O)NCCC[Te]c2ccccc2)C(=O)CNC(=O)OC(C)(C)C)cc1	73.3	8.6*	48.9	18.7	12.4	24.2	-9.6*	-10.8*	-3.8*
ClC1CN2CCC1CC2 (centres undefined)	101.0	96.7	nt	100.8	108.3	110.5	114.1	99.6	87.8
CC(=O)O[C@H]1CC[C@H]2[C@@H]3CC=C4c5nc(-c6ccccc6)sc5CC[C@]4(C)[C@H]3CC[C@]12C	66.3	72.3	86.1	85.5	47.5	78.9	13.8	-0.5*	78.2
C/C(=C\c1ccn(-c2ccc(N)cc2C(F)(F)F)n1)[C@@H]1C[C@@H]2O[C@]2(C)CCC[C@H](C)[C@H](O)[C@@H](C)C(=O)C(C)(C)[C@@H](O)CC(=O)O1	16.4	15.4	-14.1*	22.6	13.3	22.5	3.0*	2.4*	38.2
COC(=O)[C@]12CCC(C)(C)C[C@H]1[C@H]1C(=O)C[C@@H]3[C@@]4(C)C[C@@]5(CC(C)(C)[C@@H]4CC[C@@]3(C)[C@]1(C)CC2)OO[C@@](C)(C(F)(F)F)O5	97.8	86.7	107.3	92.4	nt	93.1	101.2	95.7	87.8
CCCCCCOC(CN(C)C)C(Cl)(Cl)Cl (centres undefined)	88.8	97.6	115.8	100.7	110.8	104.3	102.7	91.9	97.1
C[N+](C)(C)Cc1ccccc1C[N+](C)(C)C	94.4	98.0	104.0	114.1	96.0	101.7	100.4	97.8	91.4
[N-]=[N+]=NC[C@H]1O[C@](O)(CO)[C@@H](O)[C@@H]1O	101.4	90.7	100.7	95.9	100.8	90.3	97.1	103.9	70.4
CCCCN(CCCC)CC(O)c1ccc(Cl)c(Cl)c1 (centres undefined)	110.4	84.6	105.9	102.8	97.1	100.7	105.4	105.1	86.9
[N-]=[N+]=Nc1ccc(C(=O)O)cc1	94.0	107.1	111.0	103.2	102.4	100.5	100.1	100.4	84.3
Clc1ccc(C(c2ccccc2Cl)C(Cl)(Cl)Cl)cc1 (centres undefined)	98.2	75.0	107.3	93.4	96.7	92.4	103.4	105.9	87.5
CNCCc1ccc(O)c(O)c1	nt	97.7	123.3	99.5	110.6	103.3	89.3	113.3	73.9
C[C@]12CC[C@H]3[C@@H](C=CC4=CC(=O)CC[C@@]43C)[C@@H]1CC[C@@H]2O	101.2	104.1	94.7	92.6	95.7	96.1	87.0	124.1	103.6
COC(=O)C1=COC(C)C2CN3CCc4c([nH]c5cc(OC)ccc45)C3CC12 (centres undefined)	105.0	99.1	nt	103.0	109.1	nt	112.1	107.2	70.9
C=CC12CN(C)C3C4COC(CC41)C1(C(=O)Nc4ccccc41)C32 (centres undefined)	86.6	98.9	112.2	103.3	102.3	104.0	91.7	95.4	84.8
COc1ccc(CC(=O)C2C(=O)N(C)c3ccccc32)cc1OC (centres undefined)	103.1	101.7	117.5	99.8	116.6	111.2	nt	114.0	85.2
CC1(C)C(=O)C2(I)CCC1C2 (centres undefined)	105.8	91.9	121.4	102.5	99.3	114.8	96.6	105.8	97.4
O=C(O)C(Br)C(Br)C(=O)O (centres undefined)	100.1	102.9	102.2	100.0	102.2	100.6	100.9	99.3	83.2
COc1cc2c(c(OC)c1OC)-c1ccc([O-])c(=O)cc1[C@@H](NC(C)=O)CC2.COc1cc2c(c(OC)c1OC)-c1ccc([O-])c(=O)cc1[C@@H](NC(C)=O)CC2.[Cu+2]	43.0	35.1	4.9*	43.5	22.3	27.1	-17.2*	18.7	22.2
Nc1ccc(CCNS(=O)(=O)c2cccc(S(=O)(=O)F)c2)cc1	97.5	91.1	105.1	103.7	99.1	102.5	89.7	111.2	74.5
Cc1cc(Cl)nc(N)n1	102.1&105.0	102.6&103.5	109.8&121.5	103.4&108.3	105.5&106.2	103.7&112.0	102.9&114.7	91.8&129.8	95.2&105.1
O=C1C=CC(=Nc2cc(Cl)c(O)c(Cl)c2)C=C1	91.9&95.3	91.4	111.4&102.9	84.8&87.8	106.2&94.3	104.4&91.3	90.4&105.8	101.2&100.7	87.3&74.2
O=C(CN1CCCCC1)c1ccc(-c2ccccc2)cc1	94.4	85.0	108.6	99.7	100.3	92.9	98.4	86.9	83.0
CCCCOP(=O)(CC(C)C#N)OCCCC (centres undefined)	98.4	92.0	102.7	104.5	nt	99.0	100.2	nt	78.3
C[C@@]12C[C@H](O)CCN1CCc1ccccc12	98.4	96.4	115.5	95.8	96.9	107.8	93.9	109.3	90.6
CCOC(=O)[C@@H](C)C[C@H](Cc1ccccc1)NC(=O)c1csc([C@@H](C[C@H](C(C)C)N(C)C(=O)CNC(=O)[C@H]2CCCCN2C)OC(C)=O)n1	19.8	22.7	9.3*	36.0	18.7	46.6	-8.4*	5.3*	39.7
COCCOCn1c(NN(C)C)c(C(N)=O)c2c(N)ncnc21	89.9	97.7	119.2	103.1	110.0	139.0	100.9	108.9	132.2

# Compound activity from PubChem.
